EBI2 antag: blocks human EBI2 receptor beta-arrestin signaling. P32249. EBI2 beta-arrestin recruitment, luminescence, 7a,25-OHC stimulated. inhibition, % at 5 µM. 0.81% of 360,000 active. AID 651636; in the data active = inhibition above about 38%;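 note: enzyme fragment complementation signal reports receptor beta-arrestin coupling in cells; 0% = agonist plus DMSO wells and 100% = wells without agonist; some results beyond the cut were filed as inactive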
Target sequence (P32249 whole entry, looked up, the tested form may be a part): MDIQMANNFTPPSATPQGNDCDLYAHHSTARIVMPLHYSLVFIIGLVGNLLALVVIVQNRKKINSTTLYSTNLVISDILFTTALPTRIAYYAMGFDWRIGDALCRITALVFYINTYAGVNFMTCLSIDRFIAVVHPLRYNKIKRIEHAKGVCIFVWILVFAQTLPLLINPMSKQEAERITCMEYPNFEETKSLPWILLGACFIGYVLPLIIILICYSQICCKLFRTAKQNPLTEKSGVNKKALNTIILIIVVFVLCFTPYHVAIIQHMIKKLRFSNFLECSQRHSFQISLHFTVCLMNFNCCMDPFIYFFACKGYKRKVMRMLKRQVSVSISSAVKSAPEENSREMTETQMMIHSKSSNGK
UBC13 polyUb: blocks human UBC13 polyubiquitin chain formation | P61088 | TR-FRET | inhibition, % at 20 µM | 0.47% of 330,000 active | AID 485273; in the data active = inhibition above about 45%, passing the limit was not always enough
Target sequence (P61088 whole entry, looked up): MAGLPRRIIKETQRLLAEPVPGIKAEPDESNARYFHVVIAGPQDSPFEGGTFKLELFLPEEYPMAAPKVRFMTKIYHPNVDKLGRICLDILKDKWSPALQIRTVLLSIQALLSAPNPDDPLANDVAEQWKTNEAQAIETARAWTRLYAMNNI
APJ ag: APJ receptor agonism; P35414; CHO-K1 APJ PathHunter beta-arrestin, luminescence; 0% DMSO wells, 100% apelin; activation, % at 20 µM; 0.11% of 330,000 active; AID 2520;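 active = activation more than six SD over the plate average, tested at 20 µM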;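 note: 0% = DMSO alone and 100% = apelin-13 at 10 nM; some results filed as inactive read as strong as hits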
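Material: CHO-K1 APJ beta-arrestin complementation cell line; Input: cell density 1000 per well; Incubation: compound stimulation 90 min at 25 °C, detection 60 min; Signal: luminescence from split beta-galactosidase complementation, Galacton Star/Emerald II substrate; Controls: DMSO-only wells as negative, 10 nM Apelin-13 as positive control.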
ATG4B inh: blocks human ATG4B protease cleavage of LC3 substrate; 0.51% of 340,000 active; Q9Y4P1; inhibition, % at 8.33 µM; ATG4B cleavage of LC3-PLA2, NBD-HPC fluorescence, 1 h; in the data active = inhibition above about 40%
CXCR6 block: inhibitors of human CXCR6 receptor | 0.36% of 360,000 active | CHO-K1 PathHunter CXCR6 beta-arrestin, luminescence | inhibition, % at 20 µM; in the data active = inhibition above about 34%, passing the limit was not always enough;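 note: antagonist mode with CXCL16 agonist at 10 nM final; 0% = 10 nM CXCL16 with DMSO and 100% = unstimulated wells without agonist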
Target sequence (O00574 whole entry, looked up): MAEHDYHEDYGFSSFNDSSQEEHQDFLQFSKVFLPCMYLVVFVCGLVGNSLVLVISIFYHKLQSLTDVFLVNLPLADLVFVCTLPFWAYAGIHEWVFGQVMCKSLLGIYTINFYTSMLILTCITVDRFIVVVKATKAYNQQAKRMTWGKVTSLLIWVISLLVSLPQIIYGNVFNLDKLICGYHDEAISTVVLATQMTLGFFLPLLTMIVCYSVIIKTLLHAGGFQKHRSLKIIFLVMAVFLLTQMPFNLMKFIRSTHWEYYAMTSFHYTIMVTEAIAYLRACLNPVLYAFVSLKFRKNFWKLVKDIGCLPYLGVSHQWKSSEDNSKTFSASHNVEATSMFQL
Gli-Sufu block: Gli-Sufu pathway antagonism; Sufu-KO-LIGHT fibroblasts, Gli luciferase reporter luminescence; inhibition, % at 5 µM; 0.74% of 340,000 active; AID 588413;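 active = inhibition above about 55%, limit read from the data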;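 note: 0% = DMSO-treated cells and 100% = wells with medium but no cells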
APJ antag: antagonists of human APJ apelin receptor; P35414; 0.32% of 330,000 active; CHO-K1 APJ beta-arrestin complementation, luminescence; inhibition, % at 20 µM;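 active = inhibition above about 40% at 20 µM, limit read from the data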;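 note: cells challenged with 10 nM apelin-13 agonist together with compound; plate controls were apelin-13 plus DMSO wells for no effect and DMSO wells lacking apelin-13 for full effect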
CCR6 antag: blocks CCL20-driven beta-arrestin recruitment at human CCR6; P51684; CHO-K1 CCR6 PathHunter beta-arrestin, luminescence, CCL20-stimulated; inhibition, % at 20 µM; 0.49% of 340,000 active; AID 493098;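 active = compounds whose inhibition of the agonist-driven luminescence signal at 20 µM reaches about 50%, limit read from the data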;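 note: cells stimulated with CCL20 at 14 nM final; plate controls were DMSO with CCL20 for no effect and DMSO without agonist for full effect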
Numbers without * were called inactive; / = no result given.

No.	SMILES	EBI2 antag	ATG4B inh	CCR6 antag	Gli-Sufu block
1	CCOc1ccc(NC(=O)CN(C)C(=O)c2ccc(N3CCOCC3)c([N+](=O)[O-])c2)cc1OCC	-13	-9	-1	-13
2	Cc1ccc(Nc2nc(CSc3nnc(-c4ccncc4)n3C)cs2)cc1	-8	-7	-11	-66
3	COc1ccc(-c2sc3ccc(N4CCOCC4)cc3c2C#CCO)cc1	29	-24	-13	-7
4	CC(Oc1ccccc1)c1ccn[nH]1 (centres undefined)	-10	-12	0	0
5	Cc1ccccc1OCc1nnc(SCC(=O)NCc2ccco2)n1C	9	-7	0	5
6	O=C(Nc1ncc([N+](=O)[O-])s1)c1cccc([N+](=O)[O-])c1	-7	3	13	-24
7	CC12CCC3C(CCC4N(CCO)CCC34C)C1CCC2O (centres undefined)	-2	3	3	5
8	Cc1oc(C)c(S(=O)(=O)NCc2cccs2)c1C(=O)O	5	-12	4	10

No.	CXCR6 block	UBC13 polyUb	APJ antag	APJ ag
1	-2	-10	-26	-3
2	-3	2	2	-2
3	-12	27	4	2
4	-7	-2	1	1
5	2	5	-47	-1
6	36	-1	7	-4
7	-2	-8	9	-4
8	-14	3	2	-1

Continued:
No.	SMILES	EBI2 antag	ATG4B inh	CCR6 antag	Gli-Sufu block
9	CC1CCCCC12NC(=O)N(CC(=O)N1CCN(c3ncccn3)CC1)C2=O (centres undefined)	-5	3	5	-13
10	O=C(NC1CCCCC1)C(=S)NCc1ccccc1	6	-11	8	-17
11	COCCNC(=O)c1cc2c(=O)n3cccc(C)c3nc2n(Cc2ccncc2)c1=N	7	-6	30	6
12	CC12CCC(C(=O)Nc3cccc(Cl)c3Cl)([C@H](Br)C1=O)C2(C)C (some centres undefined)	7	-4	17	5
13	CCOC(=O)C1=C(CN2CCCCC2)NC(=O)NC1c1cc(C)ccc1C (centres undefined)	0	-3	11	9
14	C=CCNC(=O)CCCOc1ccc(C)cc1	-18	-12	-6	-3
15	Cc1cc(=O)oc(C)c1C(=O)NCc1ccccn1	-7	-8	-14	0
16	COc1ccccc1N(CC(=O)NCCSCc1cccc(C)c1)S(=O)(=O)c1ccccc1	11	5	8	15

No.	CXCR6 block	UBC13 polyUb	APJ antag	APJ ag
9	5	6	3	0
10	3	-9	13	-3
11	-7	5	2	-1
12	-2	1	-4	-4
13	6	9	-17	-3
14	-1	5	3	-2
15	4	1	28	-5
16	6	6	-10	-1

From entry 9 up to 16, copied from above:
No.	SMILES	EBI2 antag	ATG4B inh	CCR6 antag	Gli-Sufu block
9	CC1CCCCC12NC(=O)N(CC(=O)N1CCN(c3ncccn3)CC1)C2=O (centres undefined)	-5	3	5	-13
10	O=C(NC1CCCCC1)C(=S)NCc1ccccc1	6	-11	8	-17
11	COCCNC(=O)c1cc2c(=O)n3cccc(C)c3nc2n(Cc2ccncc2)c1=N	7	-6	30	6
12	CC12CCC(C(=O)Nc3cccc(Cl)c3Cl)([C@H](Br)C1=O)C2(C)C (some centres undefined)	7	-4	17	5
13	CCOC(=O)C1=C(CN2CCCCC2)NC(=O)NC1c1cc(C)ccc1C (centres undefined)	0	-3	11	9
14	C=CCNC(=O)CCCOc1ccc(C)cc1	-18	-12	-6	-3
15	Cc1cc(=O)oc(C)c1C(=O)NCc1ccccn1	-7	-8	-14	0
16	COc1ccccc1N(CC(=O)NCCSCc1cccc(C)c1)S(=O)(=O)c1ccccc1	11	5	8	15

No.	CXCR6 block	UBC13 polyUb	APJ antag	APJ ag
9	5	6	3	0
10	3	-9	13	-3
11	-7	5	2	-1
12	-2	1	-4	-4
13	6	9	-17	-3
14	-1	5	3	-2
15	4	1	28	-5
16	6	6	-10	-1

Additional results.
No.	SMILES	EBI2 antag	ATG4B inh	CCR6 antag	Gli-Sufu block
17	O=C(NC(=O)c1c(F)cccc1F)O/N=C1\CCCc2occc21	5	1	11	1
18	O=C(/C=C/c1ccc(Br)cc1)NC(=O)c1ccccc1O	-2	-3	-23	-40
19	O=C(CCc1ccccc1Cl)Nc1ccc(S(=O)(=O)Nc2nccs2)cc1	-20	9	8	0
20	COc1cc(CCc2ccccc2)c(C(=O)O)c(O)c1CC=C(C)C	1	75*	12	11
21	CN(C)CCCN(C(=O)c1ccc(S(=O)(=O)N2CCOCC2)cc1)c1nc2ccc(F)cc2s1	-8	-8	2	29
22	Cc1cc(NC2C3CC4CC(C3)CC2C4)n2nnnc2n1 (centres undefined)	-9	-6	5	4
23	Cc1oc(-c2ccccc2)cc1C(=O)Nc1ccc2ccccc2c1	22	2	-6	-5
24	CCN1CCN(C(=O)CCc2nnc3ccc(N4CCC5(CC4)OCCO5)nn23)CC1	-18	-4	5	2

No.	CXCR6 block	UBC13 polyUb	APJ antag	APJ ag
17	3	-4	-4	-2
18	8	-2	19	-3
19	-2	-4	9	-3
20	2	/	/	/
21	2	-5	-35	-2
22	2	1	-14	1
23	-2	-11	-2	-15
24	1	-5	17	3

Later entries:
No.	SMILES	EBI2 antag	ATG4B inh	CCR6 antag	Gli-Sufu block
25	CC1(c2nnc(-c3ccc(F)cc3)o2)CC(c2cccnc2)=NO1 (centres undefined)	-7	-8	-1	-5
26	Cc1nn(-c2ccccc2)c(N)c1N=Nc1cccnc1	0	-2	25	-57
27	CCOc1ccc(CNCCc2ccc(S(N)(=O)=O)cc2)cc1	-9	4	-19	14
28	O=C(NCc1ccc(F)cc1)C(=O)c1cn(CC(=O)N2CCCC2)c2ccccc12	10	-2	7	8
29	CCCN(CC(=O)Nc1ccccc1C)C(=O)Cc1coc2cc(C)ccc12	4	2	15	8
30	O=C(CCC(=O)NNC(=O)COc1ccc(Br)cc1Br)NCc1ccccc1	16	-6	9	-6
31	COc1cc(C(=O)Nc2nc(-c3ccc(C)cc3)cs2)ccc1OCC(=O)N1CCOCC1	5	-54	-6	-22
32	COc1cc(OC)c(NC(=O)c2ccc(Br)o2)cc1Cl	14	-2	18	-12

No.	CXCR6 block	UBC13 polyUb	APJ antag	APJ ag
25	-2	2	11	5
26	-4	-23	7	-3
27	0	7	9	-2
28	3	10	19	-3
29	5	-11	-12	-2
30	-3	-5	12	-2
31	8	19	4	3
32	14	9	11	-5

Next structures.
No.	SMILES	EBI2 antag	ATG4B inh	CCR6 antag	Gli-Sufu block
33	Fc1ccccc1Nc1ncnc2c1nnn2Cc1ccccc1	-4	25	18	1
34	O=C(NCC1CCCC(CNC(=O)N2CCc3ccccc32)C1)N1CCc2ccccc21 (centres undefined)	9	-10	8	9
35	CCn1c(Cc2ccccc2)nnc1SCC(=O)Nc1cc(C)on1	-2	-6	5	-3
36	CCc1nc2oc3ccccc3c(=O)c2c(=O)n1Cc1ccc(OC)cc1	-3	2	17	-16
37	C=CCOc1cccc(C(=O)N2CCCC(CNS(=O)(=O)c3cccs3)C2)c1 (centres undefined)	6	3	12	6
38	CCOc1ccccc1CNC(=O)c1ccc(NC(=O)C2=C(C)OCCS2)cc1	8	5	13	-4
39	COc1ccccc1-c1cn[nH]c1-c1ccc(OCc2ccccc2)cc1O	19	13	-3	-7
40	CSc1nc(SCCN(C)C)c2c3c(sc2n1)COC(C)(C)C3	-15	-6	12	14

No.	CXCR6 block	UBC13 polyUb	APJ antag	APJ ag
33	7	7	1	-3
34	11	1	14	-2
35	2	3	13	-4
36	8	-1	-8	-3
37	-2	-6	6	-1
38	-6	-5	12	0
39	0	10	1	0
40	1	9	28	-6

The results go on.
No.	SMILES	EBI2 antag	ATG4B inh	CCR6 antag	Gli-Sufu block
41	COc1ccc(OC)c2[nH]c(C(=O)N3CCC(C(=O)O)CC3)cc12	-9	8	5	6
42	COc1ccc(Nc2nc(-c3ccccc3)nc3ccccc23)cc1	-21	-2	2	12
43	N#CCc1ccc(NS(=O)(=O)c2ccc(C3CCCCC3)cc2)cc1	-2	-4	-10	22
44	Cc1cccc(C(=O)NCC(=O)Nc2ccncc2)c1	6	-3	0	1
45	COc1ccccc1CNC(=O)CCCC(=O)n1ncc2cc(C)ccc21	-6	-19	7	-44
46	CC(CN)(NS(=O)(=O)c1ccccc1)c1ccccc1 (centres undefined)	3	-4	3	8
47	CCN(CC)CCNC(=O)c1ccc(NC(=O)C2CCN(c3ncnc4sc(C)c(C)c34)CC2)cc1	3	7	14	4
48	COc1ccccc1C1C(C#N)=C(N)Oc2cc(C)n(CCCn3ccnc3)c(=O)c21 (centres undefined)	5	-3	-9	4

No.	CXCR6 block	UBC13 polyUb	APJ antag	APJ ag
41	-11	2	7	-3
42	-8	18	14	-1
43	-4	/	/	/
44	-4	-9	-68	1
45	-2	2	10	-2
46	-6	5	13	0
47	2	9	10	-8
48	5	3	-5	-1

(continued)
No.	SMILES	EBI2 antag	ATG4B inh	CCR6 antag	Gli-Sufu block
49	Cc1cc(C)n(-c2ncnc3sc4c(c23)CCCC4)n1	0	-1	-16	-15
50	Cc1ccc(S(=O)(=O)N(C)C)cc1NC(=O)Nc1ccccc1	1	-3	-9	-6
51	CO[C@H]1CC[C@@]2(C)[C@@H](CC[C@@H]3[C@@H]2CC[C@@]2(C)[C@H]3C[C@H](C(=O)N[C@@H](CCCN=C(N)N)C(=O)NCC(=O)N[C@@H](CC(=O)O)C(N)=O)O[C@]23CCCO3)C1	-6	9	4	-16
52	Cc1ccc(/C=C2/C(=N)N3N=C(CC(=O)N4CCCC4)SC3=NC2=O)o1	1	11	6	3
53	COc1cc(C2c3c(-c4ccccc4)n[nH]c3C(=O)N2c2ccccc2)ccc1O (centres undefined)	-5	-7	-10	7
54	CCC1CCCCN1S(=O)(=O)c1ccc(NC(=O)C2CC(=O)N(C(C)(C)C)C2)cc1 (centres undefined)	-12	1	6	-30
55	Cc1ccc(C2=CN(Cc3ccccc3)CCC2=O)cc1	44*	6	16	-3
56	Cc1ccc(S(=O)(=O)N2CCN(S(=O)(=O)c3c(C)n[nH]c3C)CC2)cc1C	8	-4	3	2
57	NC(=O)c1ccc(N2CCN(c3ccc(O)cc3)CC2)c([N+](=O)[O-])c1	1	34	3	32
58	CC(=O)N1CCN(C(=O)c2ccc(NS(=O)(=O)c3ccc4c(c3)OCCO4)cc2)CC1	-2	0	1	1

No.	CXCR6 block	UBC13 polyUb	APJ antag	APJ ag
49	6	6	-12	0
50	-2	-1	4	0
51	-8	/	/	/
52	7	-5	14	-1
53	0	-8	-5	2
54	4	/	/	/
55	-4	2	-1	-2
56	-4	6	8	-4
57	-4	-9	-8	4
58	-2	2	4	-5

Not a hit list, and some 3% of all compounds hit somewhere here.
